IDE cell activ: IDE (human) activation, cell-based. P14735. 340,000 compounds, 0.073% hits. AID 493087. activation, % at 5.96 µM. HEK cells, FAbeta-B cleavage, fluorescence polarization; 0% vehicle, 100% cell-free pure enzyme wells;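 active = activation above the mean of all tested compounds plus 3 SD, set per screening campaign, cut at about 17% in these data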
Target sequence (P14735 whole entry, looked up): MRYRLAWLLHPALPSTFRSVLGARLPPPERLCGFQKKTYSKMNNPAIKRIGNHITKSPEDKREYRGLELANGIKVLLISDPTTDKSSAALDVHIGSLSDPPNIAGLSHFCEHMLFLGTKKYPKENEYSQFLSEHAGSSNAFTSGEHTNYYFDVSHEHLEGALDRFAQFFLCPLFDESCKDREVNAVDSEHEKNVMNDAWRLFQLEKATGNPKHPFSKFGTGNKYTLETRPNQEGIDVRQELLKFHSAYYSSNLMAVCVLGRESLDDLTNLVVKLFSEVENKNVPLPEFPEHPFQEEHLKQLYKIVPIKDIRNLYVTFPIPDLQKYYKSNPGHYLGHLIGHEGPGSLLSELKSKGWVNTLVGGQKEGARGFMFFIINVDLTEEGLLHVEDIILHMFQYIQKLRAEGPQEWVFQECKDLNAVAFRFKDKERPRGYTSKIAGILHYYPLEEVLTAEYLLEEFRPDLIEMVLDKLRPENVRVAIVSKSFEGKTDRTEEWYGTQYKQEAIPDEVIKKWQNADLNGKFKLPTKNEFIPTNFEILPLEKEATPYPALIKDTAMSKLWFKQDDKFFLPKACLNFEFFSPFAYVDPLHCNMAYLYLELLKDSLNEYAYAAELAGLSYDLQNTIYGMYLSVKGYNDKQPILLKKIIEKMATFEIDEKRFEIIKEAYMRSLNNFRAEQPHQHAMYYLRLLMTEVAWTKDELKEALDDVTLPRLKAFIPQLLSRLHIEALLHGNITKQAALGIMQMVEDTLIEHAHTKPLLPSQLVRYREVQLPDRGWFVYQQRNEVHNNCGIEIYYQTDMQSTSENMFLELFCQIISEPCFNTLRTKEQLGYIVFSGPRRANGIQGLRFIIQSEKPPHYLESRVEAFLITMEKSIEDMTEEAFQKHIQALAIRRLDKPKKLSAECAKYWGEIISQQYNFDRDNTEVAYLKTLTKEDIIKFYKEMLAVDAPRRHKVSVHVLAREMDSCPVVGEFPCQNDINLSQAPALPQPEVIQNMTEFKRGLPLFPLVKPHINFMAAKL
IMP-1 inh: blocks Pseudomonas aeruginosa IMP-1 metallo-beta-lactamase. purified IMP-1, nitrocefin hydrolysis, epi-absorbance fluorescence. inhibition, % at 5.6 µM. 290,000 compounds, 0.45% hits. AID 1556;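 active = inhibition above the mean plus 3 SD of all compounds in the same screening run, cut at about 4.5% in these data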;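 note: 0% = IMP-1 with DMSO and 100% = DMSO wells lacking enzyme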
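Material – recombinant IMP-1 enzyme, purified · Amount – IMP-1 0.2 nM before substrate addition · Medium – HEPES buffer pH 7.1 with ZnSO4 and Brij 35 · Timing – 25 °C, 15 min preincubation, 25 min reaction · Measured by – plate fluorescence quenching by hydrolysis product, ex 480/em 530 nm · Read-out – percent enzyme inhibition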
PHOSPHO1 inh: inhibitors of human PHOSPHO1 phosphatase. 290,000 compounds, 1.1% hits. recombinant PHOSPHO1, absorbance phosphatase assay. inhibition, % at 13.3 µM; in the data active = inhibition above about 60%
PfM18AAP inh: blocks P. falciparum M18 aspartyl aminopeptidase. inhibition, % at 7.35 µM. AID 1822. 290,000 compounds, 1.2% hits. recombinant PfM18AAP, H-Glu-NHMec fluorogenic cleavage;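 active = inhibition above the campaign mean inhibition over all tested compounds plus 3 SD, cut at about 28% in these data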;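 note: 0% = plate median of test compound wells and 100% = 2 mM ZnCl2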
IDE inh: inhibits human insulin-degrading enzyme in HEK cells | P14735 | FAbetaB cleavage, fluorescence polarization | inhibition, % at 5.59 µM | 320,000 compounds, 0.41% hits;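 active = percent inhibition above the average of all tested compounds plus 3 SD, set per screening campaign, cut at about 16% in these data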;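 note: IDE supplied by intact live HEK cells; FP after avidin binding of uncleaved biotin substrate so inhibition keeps polarization high; 0% = DMSO wells and 100% = 60 µM reference IDE inhibitor Ii1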
GPR7 antagonist: antagonists of human GPR7 (neuropeptides B/W receptor 1). 290,000 compounds, 1.1% hits. GPR7-expressing cells, fluorescence antagonist assay. P48145. inhibition, % at 4.4 µM; in the data active = inhibition above about 16%, passing the limit was not always enough;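 note: cells stimulated with the agonist NPW; 0% = agonist with vehicle and 100% = vehicle without agonist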
VIM-2 inh: inhibitors of Pseudomonas aeruginosa VIM-2 metallo-beta-lactamase; purified VIM-2, nitrocefin hydrolysis, epi-absorbance fluorescence; inhibition, % at 5.6 µM; 290,000 compounds, 0.89% hits;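 active = inhibition above the mean of all tested compounds plus 3 SD, cutoff set per screening run, cut at about 7.5% in these data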;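 note: red hydrolysis product quenches plate fluorescence so inhibitors raise well fluorescence; 0% = enzyme with DMSO and 100% = DMSO without enzyme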
NALP1 inh: blocks the NALP1 inflammasome reconstituted in yeast. S. cerevisiae NALP1/ASC/caspase-1 growth, X-gal OD620, 72 h. AID 2071. 280,000 compounds, 0.61% hits. inhibition, % at 10 µM; in the data active = inhibition mostly above about 24%, no sharp cut-off; inactive = mostly below about 32%; note: some compounds called inactive have numbers as strong as hits
pCIP destab: p/CIP protein destabilization. F442A p/CIP-EGFP cells, EGFP fluorescence, 16 h. decrease of EGFP signal, % at 10 µM. 290,000 compounds, 0.01% hits;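 active = EGFP signal decrease of at least 30% at 10 µM or well 3 SD below plate mean, unless failing retest; inactive = the rest, including hits failing retest or dose response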; note: some compounds called inactive have numbers as strong as hits; many of its hits are not listed in these tables
* hit, by the source's call; . = not tested or not shown.

Each structure is followed by: IDE cell activ	IMP-1 inh	PHOSPHO1 inh	PfM18AAP inh	IDE inh	GPR7 antagonist	VIM-2 inh	NALP1 inh	pCIP destab
Cc1[nH]nc2c1C(c1ccsc1)C(C#N)=C(N)O2 (centres undefined)
→ 1	-3.9	0	22	4	-5	-1.7	14	-7
O=C(CCCC1=NS(=O)(=O)c2ccccc2N1)N1CCN(c2ccc(Cl)cc2)CC1
→ -12	-2.4	-6	2	0	-1	-3.7	22	-4
O=c1c2c(-c3ccccc3)ccnc2[nH]n1-c1ccccc1
→ 2	-3.9	25	9	1	-7	-2.8	32	-27
CCOc1ccc(S(=O)(=O)NCCC(=O)N2CCN(c3ccc(OC)cc3)CC2)cc1
→ 4	-4.4	34	-4	1	-9	-2.9	-4	-4
O=c1[nH]c(=S)[nH]c2sccc12
→ 7	-4.4	12	11	-2	-10	-2.1	-12	16
CN(Cc1cccc(Cl)c1Cl)C(=O)c1ccc(NC(=O)CC#N)cc1
→ 0	-0.9	-14	-2	6	-8	-1.3	17	-9
Fc1ccc(Oc2nc(-c3ccccc3)nnc2C(F)(F)F)cc1
→ 3	-2.3	40	-1	-3	-5	-1.7	11	-11
COc1ccc(-c2nnc(SCC(=O)Nc3ncc(C)s3)n2-c2ccccc2)cc1OC
→ -2	-5.2	9	-2	-2	3	-4.9	-3	-10
COCCn1c(Cc2ccccc2)nnc1SCc1ccc([N+](=O)[O-])cc1
→ -6	-3.4	-6	4	2	16	-2.9	9	-14
C1=Cc2ccccc2Nc2ccccc21
→ 2	-1.2	29	-7	4	-9	0.1	24	-7
CN(Cc1c(C(=O)N(C)Cc2ccccc2)nc2ccccn12)CC1Cc2ccccc2O1 (centres undefined)
→ -1	-0.9	24	-2	3	-7	-1.4	14	-20
COc1cccc(-n2c(C)nc3c(cnn3-c3ccc(C)cc3)c2=O)c1
→ 4	-2.3	14	0	0	-6	-1.3	1	8
CCn1c(=O)cc(OCC(=O)NCc2cccnc2)c2ccccc21
→ -2	-2.3	9	0	4	-2	-1.4	-17	6
CC(=O)c1cccc(N(C(=O)CNC(=O)c2ccco2)C(C(=O)NC2CCCC2)c2ccncc2)c1 (centres undefined)
→ 2	-1.1	28	-10	-2	1	0.9	20	-2
COc1ccccc1NC(=O)CCc1c(C)[nH]c(=O)c(C#N)c1C
→ 0	-2.5	18	-2	7	-7	0.5	-12	-18
O=C(OCCC1Oc2cccnc2NC1=O)c1ccc([N+](=O)[O-])cc1 (centres undefined)
→ .	1.1	-6	-9	-2	6	0.9	-1	0
C=CCc1cccc(/C=N/NC(=O)CCCNc2ccc(C)cc2)c1O
→ 7	-2.5	4	2	-12	-21	-2.0	23	-6
O=C(Nc1ccccc1SCC1CSc2nc3ccccc3c(=O)n21)c1cccc(Cl)c1 (centres undefined)
→ -23	-1.6	10	-1	9	-8	-4.0	43	-15
Cn1c(=O)cc(OCCCC(=O)NCc2ccc(F)cc2Cl)c2ccccc21
→ -1	-3.7	7	2	-1	-9	-0.6	-15	-1
COc1ccc(OC)c(NC(=O)CC2SC(=N)N(c3ccccc3)C2=O)c1 (centres undefined)
→ 4	-1.4	3	-5	0	1	0.1	18	5
O=C(OC1CCOC1=O)c1ccc(Cl)c(S(=O)(=O)N2CCCCC2)c1 (centres undefined)
→ 1	-3.0	7	-14	4	-9	-1.3	-6	-7
NC/C(=N\O)c1ccc(Cl)cc1Cl
→ 0	-1.5	17	6	3	11	2.0	12	-1
Fc1ccc(CO/N=C2\CCCc3nonc32)cc1
→ 6	-2.8	12	4	-2	-5	-1.0	5	-13
Cc1cc(C)n(-c2ccc(S(=O)(=O)N3CCCC3)cc2[N+](=O)[O-])n1
→ 4	-3.2	33	3	0	-14	-2.8	13	0
CCn1c(SCC(=O)N2CCN(S(=O)(=O)c3ccccc3)CC2)nnc1-c1cccs1
→ 2	-3.1	14	-2	-4	-12	-2.9	12	6
CCn1ncc([N+](=O)[O-])c1C(=O)Nc1ccc(C(=O)N2CCCCC2)cc1
→ 4	-2.9	-6	-2	-3	-11	-3.8	48	-10
COc1ccccc1NC(=O)CCc1nnc2ccc(NCc3ccco3)nn12
→ -4	-3.0	-10	17	7	0	-1.2	3	0
Cn1cc([N+](=O)[O-])c(C(=O)N/N=C\c2c[nH]c3ccccc23)n1
→ 3	-0.1	16	1	5	-1	-1.1	4	-1
Cc1cc(S(=O)(=O)N2CCCOC2CNC(=O)C(=O)NCc2cccs2)ccc1F (centres undefined)
→ 2	-1.9	32	-6	-6	-15	-1.3	12	-4
COc1cnn(-c2ccccc2)c(=O)c1OC
→ 7	-1.4	28	-5	-7	-6	-0.8	14	7
Cc1nc(CS(=O)(=O)c2ccc(Cl)cc2)cc(Sc2ccccc2Cl)n1
→ -1	-1.7	10	-3	8	4	-1.1	35	-13
CN1C(=O)c2cccc3c(S(N)(=O)=O)ccc1c23
→ 5	-0.9	50	-2	3	-3	-0.2	6	-2
CCOC(=O)C1CCN(C(=O)COc2ccc(S(=O)(=O)N3CCOCC3)cc2)CC1
→ 0	-1.8	23	0	4	-10	-2.7	-1	-11
CCOc1ccc2oc(=O)cc(CN3CCOCC3)c2c1
→ 4	-1.2	48	-4	.	-9	-0.9	5	-13
O=c1cc(N2CCCCC2)c(-c2ccccc2)nn1Cc1ccc(Cl)cc1
→ 3	-1.8	10	-2	0	-4	-4.1	10	9
CC(C)NC(=O)CCCn1c(=S)[nH]c2cc3c(cc2c1=O)OCO3
→ 5	-4.3	-2	4	-3	-2	-3.0	17	-7
CCCCC(=O)c1ccc(O)cc1
→ 4	-1.8	3	-10	-6	-1	-1.5	-3	-2
CCCCCCCC(=O)NNC(=O)c1c(O)c2ccccc2n(CC)c1=O
→ 2	-2.9	8	-5	1	2	-5.6	3	-6
COc1ccc(C(=O)Nc2ccc(N3CCC(C)CC3)cc2)cc1Br
→ 4	-2.7	-6	6	2	-7	-2.1	0	9
COc1ccc(-c2oc3ncn(Cc4ccco4)c(=N)c3c2-c2ccc(OC)cc2)cc1
→ 5	-2.6	11	10	4	4	-2.6	11	5
CC(=O)C1=C(c2ccccc2)NC(=O)NC1c1ccccc1OCC(=O)Nc1ccccc1 (centres undefined)
→ 2	-4.2	0	-2	3	13	-2.6	16	-11
COC(=O)c1sccc1NC(=O)c1c(C)c(-c2cccc(Cl)c2)nc2ccccc12
→ 0	-1.4	1	0	9	-3	0.1	32	1
O=C(/C=C\c1ccco1)c1ccc(NC(=O)c2ccco2)cc1
→ 2	-2.2	-11	10	3	-8	-0.3	10	-10
CC(=O)Nc1ccc(S(=O)(=O)N2CCC(N(C)CCC(C)C)CC2)cc1
→ 6	2.4	52	1	-5	-3	1.3	-2	5
Cc1ccsc1C1Nc2ccc3ncccc3c2C2=C1C(=O)CC(C)(C)C2 (centres undefined)
→ 2	-0.9	51	-7	0	7	-2.6	12	-16
O=S(=O)(Nc1nc2ccccc2nc1N1CCc2ccccc2C1)c1ccc(Br)cc1
→ 0	-2.4	18	-1	3	-1	6.8	14	-2
COc1cc2c(cc1OC)-c1cc(Nc3cccc(F)c3)nc(=O)n1CC2
→ -2	-2.4	14	5	.	-19	4.3	5	0
C#C[C@]1(O)CC[C@H]2[C@@H]3CCC4=C(CCC(=O)C4)[C@H]3CC[C@@]21C
→ 2	-2.1	-4	-2	1	-8	2.3	46	-2
Cc1nn(-c2ccc(Cl)cc2)c2sc(C(=O)N3CCN(c4ccccn4)CC3)cc12
→ 3	-2.5	6	-4	2	-1	-1.9	.	-11
CCOC(=O)N1C(=O)C2(CCCCC2)N(c2ccccc2Cl)C1=S
→ -2	-0.7	14	-15	-1	-3	-2.5	38	-4

Continuation.
Each structure is followed by: IDE cell activ	IMP-1 inh	PHOSPHO1 inh	PfM18AAP inh	IDE inh	GPR7 antagonist	VIM-2 inh	NALP1 inh	pCIP destab
Cc1ccc(CNC(=O)C2CCN(S(=O)(=O)c3ccc(Br)s3)CC2)cc1
→ 4	-1.2	28	-6	0	-1	0.3	18	5
CCCCSc1nc2ccccc2[nH]1
→ 5	-1.2	12	-6	-2	-2	-1.1	3	-10
O=C(CSc1nnnn1-c1ccc(C(=O)O)cc1)NC1CCCCC1
→ 0	-2.5	35	-2	-2	-4	-1.7	14	-12
O=S(=O)(Nc1ccc(S(=O)(=O)Nc2ncccn2)cc1)c1ccc(Cl)cc1
→ 5	-3.0	36	3	-2	-16	-1.7	11	6
CCCN1C(=O)c2ccc(C(=O)Nc3nccs3)cc2C1=O
→ 1	-1.0	0	3	0	-5	-0.1	-2	-15
COC(=O)C(C(C)=O)C1=C/C(=N\S(=O)(=O)c2ccc(C)cc2)c2ccccc2C1=O (centres undefined)
→ -4	-2.6	11	-8	15	-10	1.1	1	-16
COC(=O)c1ccccc1N=C(SC)N(C)C
→ -1	-5.4	94*	-12	5	-12	-1.2	-15	6
CCn1c(SCC(=O)NCc2ccco2)nnc1-c1c[nH]c2ccccc12
→ -1	-0.6	12	12	-2	8	-1.4	9	-8
COc1ccccc1CNC(=O)COC(=O)Cn1cnc2ccccc21
→ 6	-1.8	49	0	2	-2	-1.1	-6	4
Cc1ccc2c(c1)/C(=N/OC(=O)c1ccc(F)cc1)CCS2
→ 3	-0.8	8	-1	7	-4	-3.3	-12	-14
CCN(CC)C(=S)SCC(=O)Nc1ncc2c(n1)CC(C)(C)CC2=O
→ .	-2.3	51	-3	3	-19	-2.6	.	-3
COc1ccc(C(=O)CSc2n[nH]c(-c3ccco3)n2)cc1
→ 4	-1.8	23	8	-5	-9	1.3	2	4
S=C(Nc1ccccc1)NC1CCN(Cc2ccccc2)CC1
→ -1	1.4	16	2	-1	9	-1.4	-14	-4
CC1CCCCC1NC(=O)CN(C)S(=O)(=O)c1ccc2c(c1)CCC(=O)N2 (centres undefined)
→ 4	-3.4	58	1	-1	-8	-1.7	30	-2
O=C(NCCN1CCCCC1)c1cc2ccccc2[nH]1
→ 1	-1.0	8	-11	7	2	0.1	3	-2
CSC1=N/C(=C\c2ccc(C)s2)C(=O)S1
→ -4	0.2	-10	-7	9	3	2.1	25	-13
C/C(=N\NC(=O)c1nnn(-c2nonc2N)c1-c1cccs1)c1ccc(O)cc1
→ -1	-2.1	-14	-2	-2	-17	-1.1	13	-13
NS(=O)(=O)c1ccc(NC(=S)NC(=O)c2ccc(Br)o2)cc1
→ 4	-4.4	21	9	2	-1	-3.2	-4	-16
COc1ccc(CCNc2nc3ccc(C)cc3n3cnnc23)cc1OC
→ 1	-4.4	-33	2	-3	-11	0.5	-14	0
CCCCN(CC)CCCNC(=O)Cn1nc(Cc2ccncc2)c2ccccc2c1=O
→ 3	-2.1	-83	-4	-2	11	0.0	9	-2
Cc1ccc2nsnc2c1S(=O)(=O)NCCc1c(C)[nH]c2ccc(F)cc12
→ -2	-3.5	1	1	3	1	-1.3	-2	0
CCOP(=O)(OCC)C(NC(=O)NS(=O)(=O)c1ccc(C)cc1)c1ccccc1 (centres undefined)
→ 1	-2.2	20	0	-1	0	-0.3	15	-13
CCOC(=O)c1ccc(NC(=O)Cn2nnc(-c3ccc(C)cc3)n2)cc1
→ 6	-1.6	7	1	2	-9	-0.5	-6	-2

Screening results: PubChem BioAssay, several laboratories

An unsorted share of the library, and some 5.3% of all compounds hit somewhere here.
